# Bioassay records as filed in PubChem BioAssay.
# SENP8 inh: blocks the human protease SENP8; Q96LD8; purified SENP8, Z-RLRGG-aminoluciferin cleavage, luminescence; inhibition, % at 10 µM; hit rate 1.2% among 330,000; AID 2540
# Target sequence (Q96LD8 whole entry, looked up): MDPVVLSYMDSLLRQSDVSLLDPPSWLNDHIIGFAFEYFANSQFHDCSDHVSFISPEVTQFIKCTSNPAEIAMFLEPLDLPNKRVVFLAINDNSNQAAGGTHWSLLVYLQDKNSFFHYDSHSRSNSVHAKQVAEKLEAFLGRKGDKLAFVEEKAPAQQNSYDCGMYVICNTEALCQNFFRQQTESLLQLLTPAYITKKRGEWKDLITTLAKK
# HKDC1 inh: blocks human hexokinase HKDC1 activity; Q2TB90; recombinant HKDC1, G6PDH/diaphorase resazurin coupled fluorescence; inhibition, % at 20 µM; hit rate 0.16% among 340,000; AID 493160;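 active = inhibition above about 35% when tested at 20 µM, limit read from the data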;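 also: plate controls were DMSO wells with enzyme for no effect and DMSO wells lacking enzyme for full effect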
#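 Material – in-house recombinant HK5 (HKDC1) enzyme · Quantity – HKDC1 at 5 µg/mL · Buffer or medium – pH 8.0 Tris buffer with 10 mM MgCl2 · Reagent – glucose with 1 mM ATP · Dosing – single 20 µM dose · Times – reaction time 90 min, room temperature, protected from light · Technique – resorufin fluorescence at 613 nm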
# Jurkat NFkB inh: inhibitors of the PMA/ionomycin-induced NF-kB reporter in Jurkat cells; PMA/ionomycin-induced NF-kB luciferase reporter, luminescence; inhibition, % at 4 µM; hit rate 0.53% among 330,000
# 697 NFkB inh: lowers PMA/ionomycin-induced NF-kB signal in 697 B cells | 697 B-cell NF-kB luciferase reporter, 16 h | inhibition, % at 4 µM | hit rate 0.33% among 330,000 | AID 435022; in the data active = inhibition above about 35%
# UBC13 inh: inhibitors of human UBC13 polyubiquitin chain formation; P61088; TR-FRET; inhibition, % at 20 µM; hit rate 0.47% among 330,000; AID 485273; in the data active = inhibition above about 45%, passing the limit was not always enough
# Target sequence (P61088 whole entry, looked up): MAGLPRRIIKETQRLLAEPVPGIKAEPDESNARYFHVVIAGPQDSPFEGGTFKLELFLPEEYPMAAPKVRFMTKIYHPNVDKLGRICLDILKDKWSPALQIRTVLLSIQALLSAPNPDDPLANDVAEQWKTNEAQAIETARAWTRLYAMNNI
# SENP7 block: blocks the human protease SENP7; recombinant SENP7, Z-RLRGG-aminoluciferin luminescence, 40 min; inhibition, % at 5 µM; hit rate 1.5% among 330,000;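 active = inhibition above about 50% at the single test dose, limit read from the data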;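 also: plate controls were DMSO with enzyme for no effect and no enzyme buffer wells for full effect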
# Target sequence (Q9BQF6 706-1050 limits assumed): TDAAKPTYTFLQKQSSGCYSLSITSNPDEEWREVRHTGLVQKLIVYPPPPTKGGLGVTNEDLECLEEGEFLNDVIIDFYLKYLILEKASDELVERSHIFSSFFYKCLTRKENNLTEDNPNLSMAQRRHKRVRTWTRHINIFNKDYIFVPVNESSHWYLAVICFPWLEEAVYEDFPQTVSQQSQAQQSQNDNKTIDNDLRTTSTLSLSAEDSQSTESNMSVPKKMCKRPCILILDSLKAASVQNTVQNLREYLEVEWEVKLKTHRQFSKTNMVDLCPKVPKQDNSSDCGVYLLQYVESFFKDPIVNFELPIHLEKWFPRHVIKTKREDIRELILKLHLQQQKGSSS
# Apaf1 inhib: inhibitors of human Apaf-1 apoptosome; O14727; reconstituted apoptosome caspase-3 activity, DEVD-Rh110 fluorescence; inhibition, % at 20 µM; hit rate 0.71% among 330,000; active = inhibition of at least 40% at 20 µM;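 also: plate controls were DMSO wells for no effect and DEVD-CHO caspase inhibitor wells for full effect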
#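 Material: reconstituted apoptosome with Apaf-1, cytochrome c, caspase-9, procaspase-3, dATP. Technique: Rh110 fluorescence intensity. Buffer or medium: pH 7.5 Hepes buffer with CHAPS, BSA, DTT. Times: 30 min plus 50 min, RT.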
# Gli-Sufu block: Gli-Sufu pathway antagonism. Sufu-KO-LIGHT fibroblasts, Gli luciferase reporter luminescence. inhibition, % at 5 µM. hit rate 0.74% among 340,000;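 active = inhibition above about 55%, limit read from the data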;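 also: 0% = DMSO-treated cells and 100% = wells with medium but no cells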
# Numbers without * were called inactive; · = no result given. Rule as the data show it, unless noted: active = inhibition above about 50%; inactive = the rest.
SMILES,SENP8 inh,HKDC1 inh,Jurkat NFkB inh,697 NFkB inh,UBC13 inh,SENP7 block,Apaf1 inhib,Gli-Sufu block
O=C(Nc1ccccc1-c1ccccc1)C1CCC1,-3,4,-19,3,1,-7,11,-3
CCCOc1ccc(CNC(=O)Cn2c(=O)oc3ccccc32)cc1,-5,-1,5,6,4,-4,6,2
CN(CC(=O)Nc1ccccc1Br)C(=O)CCCSc1nc2ccccc2[nH]1,0,-1,8,7,2,-6,-24,-8
CCCCn1c(Cl)nc2c1c(=O)n(C)c(=O)n2C,4,0,9,9,0,2,-8,5
COc1cc(NC(=O)NCC2CCN(Cc3ccccc3C)CC2)cc(OC)c1OC,4,1,-21,1,6,3,1,12
COc1ccc(S(=O)(=O)NCc2cccnc2)cc1C,-5,0,-12,-31,-11,-3,10,2
COC(=O)C[C@H]1c2cc(C(F)(F)F)ccc2S(=O)(=O)N1Cc1ccccc1,-5,4,-4,-7,2,-3,15,-11
CN(C(=S)NC(=O)C12CC3CC(CC(C3)C1)C2)c1ccc(O)cc1,3,13,5,-3,11,1,26,-16
N#Cc1c(-c2ccccc2)nc(SCc2nc(N)nc(N3CCCCC3)n2)[nH]c1=O,-3,-1,-18,-4,34,-5,12,-8
O=C(c1ccc(OC2CCN(Cc3ccc(F)cc3)CC2)cc1)N1CCCC1,4,-7,4,-4,-3,0,1,55*
CCCC(=O)Nc1ccc2c(c1)nc1n2CCN(CCOC)C1,-3,6,11,5,8,-3,1,-5
C=C1C(O)C[C@H]2C(=C)CCC3[C@H](OC(=O)[C@]3(O)CO)[C@@H]12 (some centres not stated),-14,-7,7,6,-5,12,-1,-7
Cc1ccccc1OCC(=O)N/N=C/c1cc2ccccc2nc1Cl,-3,-4,10,-13,3,2,24,12
O=C(Cn1ncc2c(=O)oc3ccccc3c21)N1CCCc2ccccc21,3,-12,3,-3,-7,-1,1,0
COc1ccc2cnn(-c3ccc(C)cc3)c(=O)c2c1OC,-5,6,-43,-69,-3,-4,-4,-46
CN(C)c1ccc(C(=O)N(Cc2ccccc2)Cc2ccccc2)cc1,-5,10,5,21,10,-2,9,0
O=C(c1cnn(C(=O)c2ccc(O)cc2)c1)c1ccccc1O,-19,·,-11,9,16,-13,-5,·
CC1Cc2ccccc2N1C(=S)Nc1ccc(S(N)(=O)=O)cc1 (configuration not stated),0,-7,12,3,1,3,-2,3
CCOC(=O)c1oc2cc(OC(C)=O)ccc2c(=O)c1-c1ccc(OC)c(OC)c1,4,-3,12,-1,-2,0,-22,8
Cc1cc(=O)n(CNC(=O)c2ccccc2)c(=S)[nH]1,6,-10,1,0,5,34,-9,-3
COC(=O)CNc1n[nH]c(=S)[nH]c1=O,4,-8,5,-2,0,0,-1,-4
Cn1nc(-c2ccccc2)c(CO)c1Sc1ccccc1,-5,-11,-8,14,8,-8,2,-2
CCNc1ccc(Br)cc(C(=O)/C=C/c2ccc3c(c2)OCO3)c1=O,4,21,12,-2,-24,11,33,-6
COc1ccc(S(=O)(=O)CCC(=O)N2c3ccccc3CC2C)cc1 (configuration not stated),-1,-4,-6,9,-8,-9,5,2
CC(=O)SCC(C)C(=O)NCc1ccccc1 (configuration not stated),0,9,2,4,-2,-1,-28,-4
Cc1ccccc1C(=O)N/N=C/c1ccc([N+](=O)[O-])s1,24,10,19,22,-23,17,-2,40
CC(C)NS(=O)(=O)c1ccc(NC(=S)NC(=O)c2ccc(-c3ccccc3)cc2)cc1,-7,0,26,-37,-14,-9,2,29
COc1ccc(CNC(=O)C2CCCN(S(=O)(=O)c3ccc(Br)s3)C2)cc1 (configuration not stated),2,-1,16,-24,10,3,18,-5
O=C(CSc1nnc(-c2ccco2)o1)c1ccc(F)c(F)c1,-2,-11,2,4,19,-2,19,1
N#C/C(=C\c1c(N2CCN(c3ccccc3)CC2)nc2ccccn2c1=O)C(N)=O,0,1,-11,-26,8,3,1,-24
NC(=O)C1(N2CCCCC2)CCN(C(=S)Nc2cccc(Cl)c2)CC1,-6,-11,5,7,6,-1,-43,-8
CCCn1c(SCC(=O)NCCc2ccccc2)nnc1-c1ccccn1,3,0,0,7,7,5,-6,5
O=C(Nc1c2c(nn1-c1ccccc1)CS(=O)C2)c1ccco1 (configuration not stated),-10,-3,11,22,-1,-5,5,2
Cc1cc(OCC(=O)NCc2ccccn2)c2c(C)c(C)c(=O)oc2c1,-5,-3,-12,13,10,8,0,2
COc1cc2c(cc1OC)-c1cc(Nc3ccc(N(C)C)cc3)nc(=O)n1CC2,-7,2,-6,-14,0,-10,-2,-9
CCOc1ccc(C(=O)Nc2cc(C)c3c(=O)oc4ccccc4c3n2)cc1,-1,-1,-9,-9,8,-38,5,-2
COc1ccccc1NC(=O)C(=O)NCCC1CCCCN1S(=O)(=O)c1cccs1 (configuration not stated),-6,5,-9,2,1,3,18,-9
COc1ccc(C(=O)NCc2cc(C(C)C)no2)cc1OC1CCN(C(C)C)CC1,-8,1,-9,-11,6,-1,-2,9
CC(=O)Nc1c(C)ccc(CNC(=O)COc2cc(C)ccc2C)c1C,-2,-7,0,22,7,-2,0,2
Cc1ccc(-c2c(C)n([O-])c3c([n+]2=O)CCCCC3)o1,-14,-2,-23,-18,-6,0,3,7
CC(C)CCn1c(SCC(=O)NC2CCS(=O)(=O)C2)nc2cc(Cl)ccc2c1=O (configuration not stated),-1,-5,1,1,-12,-5,5,0
Cc1cccc(Oc2nc3c(c(=O)n(C)c(=O)n3C)n2C)c1,7,-5,-7,5,3,-6,-5,-10
CCc1nnc(NC(=O)CSc2nnc3c(C)cc4c(C)ccc(C)c4n23)s1,-5,-3,32,-19,5,-3,-7,2
CCOC(=O)c1c(C)n(C)c2ccc(OC)c(NC(=O)CCN3CCSCC3)c12,8,-5,5,7,10,-5,-4,10
O=C(NC1CCCCCCC1)C1c2ccccc2C(=O)N1Cc1cccs1 (configuration not stated),3,-3,1,9,14,-2,15,7
CCC(NC(=O)C1CCCO1)c1ccccc1 (configuration not stated),-6,-5,-8,1,-4,12,-13,-12
CS(=O)(=O)N1N=C(c2ccc(Br)cc2)CC1c1ccc2c(c1)OCO2 (configuration not stated),-3,18,-136,-111,14,43,13,-88
Cc1nc2scc(C)n2c(=O)c1S(=O)(=O)NC(C)c1ccccc1 (configuration not stated),1,0,-2,8,13,0,-4,21
Cc1ccc(CNS(=O)(=O)c2ccc3oc(C(=O)O)c(C)c3c2)cc1,-2,-7,4,22,5,9,-10,1
O=c1c2c3c(sc2n2cnnc2n1CCc1ccccc1)CCCC3,-6,6,11,7,-5,-7,19,10
CCOC(=O)Nc1ccc2c(COC(=O)CNS(=O)(=O)c3ccc(NC(C)=O)cc3)cc(=O)oc2c1,1,-9,-13,0,12,4,-8,-11
CCCN(C(=O)c1cnccn1)c1c(N)n(Cc2ccccc2)c(=O)[nH]c1=O,7,-1,-7,6,12,1,1,3
NC(=O)C1(c2ccccc2)CCOCC1,-2,-2,6,7,2,-3,-13,3
CC(=O)Nc1ccc(NC(=O)CSc2nc3[nH]ncc3c(=O)n2-c2ccccc2)cc1,1,-1,15,-12,0,-2,-1,-9
O=C1NC(=O)/C(=C/c2ccc(OS(=O)(=O)c3ccc(F)cc3F)cc2)N1,-5,-6,6,-4,-5,4,-16,2
CCS(=O)(=O)c1ccc2c(c1)N(S(=O)(=O)c1ccc(Cl)cc1)CC(C(=O)O)O2 (configuration not stated),5,-2,-13,3,4,0,-10,47
COC(=O)C(Cc1ccc(OC(=O)c2ccc(C)cc2)cc1)N1Cc2ccccc2C1=O (configuration not stated),3,-5,-7,-49,6,-2,30,-55
CNC(=O)c1c[nH]n2c(=O)c(Cc3ccccc3F)c(C)nc12,2,-2,12,12,-18,5,6,7
CN=C1S/C(=C\c2ccc(N3CCOCC3)c(F)c2)C(=O)N1C,-7,6,-7,-38,0,12,3,-8
CC(=O)c1ccccc1Oc1nc(CN2CCOCC2)nc2scc(-c3cccs3)c12,-2,3,-1,-10,3,-7,14,·
# Next part.
SMILES,SENP8 inh,HKDC1 inh,Jurkat NFkB inh,697 NFkB inh,UBC13 inh,SENP7 block,Apaf1 inhib,Gli-Sufu block
Cc1cnc(C(=O)OCC(=O)Nc2sc3c(c2C(N)=O)CCCC3)cn1,13,4,9,16,-3,-10,-7,-6
c1ccc(-n2cc(CNCCc3cscn3)c(-c3ccc4c(c3)OCO4)n2)cc1,-1,-9,-8,1,10,-2,28,26
Cc1cc(C)n(-c2ccc(N3CCOCC3)nn2)n1,-4,-10,1,-1,3,3,-2,2
O=C(c1ccc2c3c(cccc13)CC2)C1CCCN(C(=O)c2ccc[n+]([O-])c2)C1 (configuration not stated),4,-7,7,4,28,1,-20,11
COc1ccc(S(=O)(=O)Nc2cccc3c2O[C@@H](CN(C)CC2CC2)[C@@H](C)CN([C@@H](C)CO)C3=O)cc1,4,-3,10,9,17,-4,-4,6
COc1ccc2c(c1)cc1n2CCN2CCCN=C12,3,-9,-5,-1,5,5,-14,13
COc1cc(/C=C2/C(=N)N3OC(C)=CC3=NC2=O)ccc1OCCOc1ccc(C)cc1,-1,-1,-19,-32,-17,2,7,-8
COc1ccc(C(CNC(=O)c2ccc(S(=O)(=O)N(C)C)cc2)N(C)C)cc1 (configuration not stated),-4,-6,-3,1,0,-2,1,20
CC(=O)Nc1ccc2c(COC(=O)[C@H](C)N3C(=O)C4CCCCC4C3=O)cc(=O)oc2c1 (some centres not stated),6,-2,4,14,15,3,-25,3
CCN(CC)CCn1c(NCc2cccc(OC)c2)nc2ccccc21,0,-2,-16,-37,4,-8,3,13
CCN(CC)S(=O)(=O)c1cc(C(=O)Nc2ccccc2[N+](=O)[O-])ccc1Cl,-6,-9,-64,-80,9,9,-3,-35
CCC1(c2ccccc2)NC(=O)N(CC(=O)NC2(C#N)CCCCC2)C1=O (configuration not stated),-11,-5,-6,-1,1,-9,12,-8
Cc1oc(-c2ccccc2F)nc1CS(=O)(=O)CC(=O)N1CCN(Cc2ccccc2)CC1,-16,-5,-8,-4,-1,7,7,25
COc1ccc(C(=O)OCC#CCSc2nnc(-c3cccc4ccccc34)o2)cc1,3,-6,1,-7,13,-1,13,-18
O=C(CN1CCN(S(=O)(=O)c2ccccc2[N+](=O)[O-])CC1)Nc1ccc(N2CCOCC2)cc1,-1,-2,4,1,16,3,-22,-5
CCOC(=O)N1CCN(c2nc(-c3ccccc3)c3ccccc3n2)CC1,-1,-4,-3,13,18,0,22,26
Cc1ccc(-c2cnco2)cc1,-11,-9,5,5,-1,17,-14,-1
Cc1ccccc1OCCOC(=O)c1ccc(S(=O)(=O)N2CCCC2)cc1,0,-2,13,0,6,12,12,-5
CN1CCN(c2c(/C=N/O)c3ccccc3n2C)CC1,7,-2,5,2,1,1,-2,-17
CC(NC(=O)NNC(=O)c1ccncc1)(C(F)(F)F)C(F)(F)F,-3,-1,0,14,-5,6,-12,·
